LYPLA2 inh = blocks human lysophospholipase 2, a PME1 counter-screen | 0.38% of 320,000 active | AID 2177 | recombinant LYPLA2, FP-Rh probe fluorescence polarization | inhibition, % at 5.9 µM;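 active means inhibition above the screen-wide mean plus 3 SD, limit set per campaign, cut at about 26% in these data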;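 further: 0% = LYPLA2 with DMSO and 100% = wells lacking LYPLA2 enzyme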
PAFAH1B2 inh = PAFAH1B2 (human) inhibition; P68402; recombinant PAFAH1B2, FP-rhodamine activity probe, fluorescence polarization; inhibition, % at 3.39 µM; 1.2% of 340,000 active; AID 492953;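 active means inhibition above the mean of all tested compounds plus 3 SD, cut at about 24% in these data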;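 further: 0% = enzyme with DMSO and 100% = wells lacking PAFAH1B2; many of its hits are not listed in these tables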
Target sequence (P68402 whole entry, looked up): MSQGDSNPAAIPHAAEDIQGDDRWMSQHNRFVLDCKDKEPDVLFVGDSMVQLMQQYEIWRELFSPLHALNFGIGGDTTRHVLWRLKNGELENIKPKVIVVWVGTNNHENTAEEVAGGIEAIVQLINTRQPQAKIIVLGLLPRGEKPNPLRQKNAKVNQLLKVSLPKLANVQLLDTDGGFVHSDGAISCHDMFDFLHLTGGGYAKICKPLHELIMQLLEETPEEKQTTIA
pPAFAH FP inh = pPAFAH (human) enzyme inhibition; recombinant pPAFAH, FP-rhodamine probe fluorescence polarization; 1.5% of 330,000 active; inhibition, % at 3.39 µM; AID 463082;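 active means inhibition above the mean inhibition across the screen plus 3 SD, cut at about 25% in these data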;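 further: inhibitors block binding of the rhodamine activity-based probe so polarization drops; 0% = enzyme with DMSO and 100% = wells lacking pPAFAH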
PREPL inh = human PREPL enzyme inhibition. Q4J6C6. recombinant PREPL, fluorescence polarization activity-based probe. inhibition, % at 5.96 µM. 0.68% of 320,000 active. AID 2751; in the data active means inhibition above about 43%;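 further: 0% = enzyme with DMSO and 100% = wells lacking enzyme; many of its hits are not listed in these tables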
Target sequence (Q4J6C6 whole entry, looked up): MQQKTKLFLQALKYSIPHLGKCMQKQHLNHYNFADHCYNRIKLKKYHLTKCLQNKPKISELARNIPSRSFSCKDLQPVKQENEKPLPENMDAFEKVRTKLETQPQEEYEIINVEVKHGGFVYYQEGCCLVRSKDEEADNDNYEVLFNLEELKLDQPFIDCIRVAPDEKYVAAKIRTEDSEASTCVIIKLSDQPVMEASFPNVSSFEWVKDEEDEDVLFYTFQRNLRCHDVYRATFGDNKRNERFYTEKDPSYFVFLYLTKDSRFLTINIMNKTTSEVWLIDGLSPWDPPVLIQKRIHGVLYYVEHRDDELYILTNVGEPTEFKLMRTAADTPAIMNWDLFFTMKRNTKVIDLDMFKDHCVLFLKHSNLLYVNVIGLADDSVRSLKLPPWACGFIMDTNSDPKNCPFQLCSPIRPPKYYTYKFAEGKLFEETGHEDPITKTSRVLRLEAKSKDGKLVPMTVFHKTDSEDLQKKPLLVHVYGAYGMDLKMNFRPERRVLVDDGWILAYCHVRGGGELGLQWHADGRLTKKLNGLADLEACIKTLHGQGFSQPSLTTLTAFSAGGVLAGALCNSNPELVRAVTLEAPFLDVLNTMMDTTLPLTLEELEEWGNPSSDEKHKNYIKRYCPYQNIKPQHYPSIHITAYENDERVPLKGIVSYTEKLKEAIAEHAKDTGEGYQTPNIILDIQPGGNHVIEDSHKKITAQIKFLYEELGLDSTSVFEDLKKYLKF
LYPLA1 counter = blocks human lysophospholipase 1, a PME1 counter-screen; O75608; recombinant LYPLA1, FP-Rh probe fluorescence polarization; inhibition, % at 5.9 µM; 0.16% of 320,000 active; AID 2174;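 active means inhibition above the mean of all tested compounds plus 3 SD, set per campaign, cut at about 14% in these data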;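 further: inhibitors block serine hydrolase probe labeling of LYPLA1 so polarization falls; 0% = enzyme with DMSO and 100% = wells lacking LYPLA1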
GSTO1 inh = blocks human GSTO1 in RBBP9 counter-screen; recombinant GSTO1, activity-based probe fluorescence polarization; inhibition, % at 5.96 µM; P78417; 1.1% of 300,000 active;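 active means inhibition above the campaign mean inhibition plus 3 SD, cut at about 35% in these data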;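 further: 0% = GSTO1-1 with DMSO and 100% = wells lacking GSTO1-1 enzyme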
PAFAH1B3 inh = PAFAH1B3 (human) inhibition. recombinant PAFAH1B3, FP-rhodamine probe, fluorescence polarization. inhibition, % at 3.39 µM. 0.28% of 340,000 active. AID 492972;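 active means inhibition above the screen-wide average of all tested compounds plus 3 SD, cut at about 25% in these data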;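 further: 0% = enzyme with DMSO only and 100% = wells lacking PAFAH1B3 protein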
PAFAH2 inh = PAFAH2 (human) inhibition; Q99487; inhibition, % at 3.39 µM; AID 492956; recombinant PAFAH2, FP-rhodamine activity probe, fluorescence polarization; 0.99% of 340,000 active;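 active means inhibition above the mean over all tested compounds plus 3 SD, cut at about 30% in these data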;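 further: inhibitors block probe labeling of enzyme so polarization drops; 0% = enzyme with DMSO and 100% = wells lacking PAFAH2 protein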
PAD4 inh = inhibitors of human PAD4. Q9UM07. recombinant PAD4, RCA probe fluorescence polarization. inhibition, % at 6.36 µM. 0.41% of 330,000 active. AID 485272;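 active means percent inhibition above a cutoff equal to the mean of all tested compounds plus 3 SD, cut at about 15% in these data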;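 further: 0% = PAD4 with RCA probe and DMSO and 100% = probe without PAD4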
Numbers without * were called inactive; x = no result given.

SMILES	LYPLA2 inh	PAFAH1B2 inh	pPAFAH FP inh	PREPL inh	LYPLA1 counter	GSTO1 inh	PAFAH1B3 inh	PAFAH2 inh	PAD4 inh
CNC(=S)Nc1cc(OC)ccc1OC	0	3	7	6	-1	2	-8	2	3
CCn1cc(NC(=O)CCl)c(C)n1	-2	x	4	5	-2	72*	x	x	0
NC(=O)c1cc(S(=O)(=O)N2CCN(c3cccc(Cl)c3)CC2)cs1	-6	1	3	-32	-2	8	8	6	1
Nc1c(C(=O)c2ccccc2)sc(Nc2ccccc2)c1S(=O)(=O)c1ccccc1	-5	1	20	2	-7	1	2	8	-1
C/C(=N\Nc1nnc(-c2ccccc2)c(-c2ccccc2)n1)c1cccc([N+](=O)[O-])c1	2	0	7	8	1	6	-5	0	-2
COc1ccc(-n2cc(-c3ccccc3)nc2SC)cc1	4	-1	10	3	2	1	-1	6	2
COc1ccc(-c2noc(N(C)CC(=O)Nc3cccc(C(F)(F)F)c3)n2)cc1	-26	-5	-5	5	-16	-23	-14	-26	-2
O=C(CSc1cccc[n+]1[O-])Nc1ccc([N+](=O)[O-])cc1Cl	6	0	0	22	-1	6	1	-3	3
CC1CCN(c2nc3ccccc3nc2C(C#N)C(=O)NC2CCCCC2)CC1 (centres undefined)	0	x	3	7	0	0	x	x	-5
CCOC(=O)c1c(NC(C)=O)sc2c(OC)cccc12	-4	-6	8	0	-1	4	11	-2	-4
Cc1ccc(NC(=O)CS(=O)CC(=O)N(c2ccccc2F)C(C)C(=O)NC2CCCC2)cc1 (centres undefined)	-2	-2	0	15	2	7	2	-10	2
O=C(N/N=C/c1ccco1)c1csc2c1CCCC2	4	10	10	7	-2	6	8	7	3
O=C1N/C(=N\S(=O)(=O)Cc2ccccc2)S/C1=C/c1cccc([N+](=O)[O-])c1	6	19	19	4	4	-6	3	8	5
O=C(Nc1cccnc1)c1cnc2ccccc2n1	3	-2	2	-8	1	-4	3	9	-3
Cn1c(C(=O)NCc2ccccc2)cc2oc3ccccc3c21	-4	0	7	10	-3	3	-4	-12	-3
O=C(Cn1nnc(-c2ccc(F)cc2)n1)N1CCCCC1	-3	-1	8	8	3	-3	3	-3	0
CN(CCc1cnn(C)c1)C(=O)CCc1nnc(CCCc2ccccc2)o1	4	2	2	4	-4	0	11	4	-4
CC(=O)c1ccc(N2CCN(CC(O)c3ccccc3)CC2)cc1 (centres undefined)	5	5	7	1	-2	4	8	6	-1
COc1ccc(C)cc1NC(=O)CSCc1ccccc1C	0	0	5	9	3	1	3	3	2
C/C=C/C(=O)Nc1cccc(C(F)(F)F)c1	4	4	1	1	-4	-3	3	3	0
Cc1ccccc1NC(=O)C(Cl)=C(Cl)Cl	-5	0	0	10	-1	44*	8	2	2
O=C(O)c1cccc(N2C(=O)c3cccc4c(Cl)ccc(c34)C2=O)c1	2	5	-2	-12	2	8	17	9	1
Cc1ccc(S(=O)(=O)N2CCOCC2)cc1C(=O)N1CCCC1	-1	-1	1	-2	1	1	4	-8	1
O=C(NCc1ccc(F)cc1)C(=O)NCC1OCCN1S(=O)(=O)c1cccs1 (centres undefined)	-2	7	12	-1	-3	1	-7	4	-2
CCc1ccc2c(c1)[C@]1(C(=O)N2)[C@@H]2C(=O)N(Cc3ccccc3)C(=O)[C@@H]2[C@@H]2CCCN21	2	-3	8	31	-1	0	6	8	-1
COc1cccc(NC(=S)N2CCc3cc(OC)c(OC)cc3C2COc2ccc3c(C)cc(=O)oc3c2)c1 (centres undefined)	-4	-3	2	-1	-7	-18	-4	-7	-3
COc1ccc(-c2cn3cccnc3n2)cc1NC(=O)c1cccs1	-9	2	-3	3	-2	-3	1	-15	-3
C/C(=N\OCc1cccc(C(=O)O)c1)c1ccc(Cl)cc1	6	x	-1	1	-3	-1	x	x	3
COc1ccc(N2C3=C(CC4=C2CCCC4=O)C(=O)CCC3)cc1	4	3	44*	11	1	58*	14	14	7
O=C(Cn1cc2c(n1)CCCC2)N1CCCc2ccccc21	3	4	1	15	0	-5	10	4	4
CC(=O)c1c(C)[nH]c(C(=O)COC(=O)C2(C)CC2(Cl)Cl)c1C (centres undefined)	x	15	-2	2	x	x	4	15	-2
O=C(Nc1cccc(S(=O)(=O)N2CCCCC2)c1)C1COc2ccccc2O1 (centres undefined)	x	3	4	14	x	x	4	0	0
O=C(NCCCn1ccnc1)c1cn(-c2ccccc2)nc1-c1ccc(F)cc1	2	0	-6	15	0	0	-12	-2	-2
CSc1ccccc1C(=O)NC1CCCN(c2ccc(C(F)(F)F)cn2)C1 (centres undefined)	-3	1	2	8	4	-1	2	-2	3
Fc1ccc(NC(=S)NN2CCOCC2)cc1Cl	-1	-2	-4	14	-4	-2	12	-2	1
COc1ccc2nc(NC(=O)c3ccccc3[N+](=O)[O-])sc2c1	1	4	3	6	-2	2	5	-2	-5
COc1ccccc1C(=O)N1CCCN(C(=O)c2ccccc2OC)CC1	2	0	1	3	-2	7	2	-16	0
C=CCN(CC(=O)NC1CCCC1)C(=O)C(=O)Nc1ccc2c(c1)OCCO2	-1	1	6	1	0	2	-5	-3	7
O=C(Nc1ccc(Cl)cc1)C1CCCN(c2cnccn2)C1 (centres undefined)	0	5	5	-5	0	3	11	4	-5
CCc1ccc(CCC(=O)Nc2nc(CC(C)=O)ns2)o1	-8	-3	2	9	-3	8	2	-2	3

Profiles from above. Screens in order: LYPLA2 inh | PAFAH1B2 inh | pPAFAH FP inh | PREPL inh | LYPLA1 counter | GSTO1 inh | PAFAH1B3 inh | PAFAH2 inh | PAD4 inh
O=C(NCCCn1ccnc1)c1cn(-c2ccccc2)nc1-c1ccc(F)cc1 is listed with 2 | 0 | -6 | 15 | 0 | 0 | -12 | -2 | -2
O=C(Nc1ccc(Cl)cc1)C1CCCN(c2cnccn2)C1 (centres undefined) is listed with 0 | 5 | 5 | -5 | 0 | 3 | 11 | 4 | -5

Later entries.
SMILES	LYPLA2 inh	PAFAH1B2 inh	pPAFAH FP inh	PREPL inh	LYPLA1 counter	GSTO1 inh	PAFAH1B3 inh	PAFAH2 inh	PAD4 inh
O=C(Nc1ccc2c(c1)OCO2)c1ccc(Cl)c(S(=O)(=O)N2CCOCC2)c1	7	2	6	5	2	-2	1	1	0
CN1/C(=C\C(=S)NC(=O)c2ccc([N+](=O)[O-])cc2)C(C)(C)c2ccccc21	8	-16	4	1	5	2	-10	-24	-12
CCC1(c2ccc(F)cc2)NC(=O)N(CC(=O)N2CCN(S(=O)(=O)c3ccc(Cl)cc3)CC2)C1=O (centres undefined)	-2	23	2	-1	-1	0	13	-2	-4
C=CCn1c(N)c(C(=O)NCC2CCCO2)c2nc3ccccc3nc21 (centres undefined)	7	5	11	5	1	80*	26*	-3	12
Cc1ccc(S(=O)(=O)N2CCN(CC(O)c3ccccc3)CC2)cc1 (centres undefined)	3	6	8	-27	0	2	10	7	-6
Cc1ccc(C(=O)/C=C/c2cc(C#N)n(C)c2C)cc1	5	6	7	20	-1	15	8	-2	3
CCc1ccccc1NC(=O)c1ccccc1Sc1ccc([N+](=O)[O-])cc1Cl	-2	0	3	5	-6	6	4	-6	3
Cn1c(SCC(=O)Nc2ccc(Br)cc2)nc(O)cc1=O	3	4	9	5	-1	-6	9	-2	1
COCCN(C(=O)Cc1coc2cc(C)c(C)cc12)c1c(N)n(Cc2ccccc2)c(=O)[nH]c1=O	2	4	7	3	1	1	5	2	-1
CCC1=C/C(=C\c2ccc3c(c2)OCO3)C(=O)S1	1	x	24	15	-1	8	x	x	-8
Cc1c(NC(=O)c2cccc(F)c2)c(=O)n(-c2ccccc2)n1C	1	7	-2	16	0	-5	7	-3	-6
Nc1c(NC=O)c(=O)n(Cc2ccccc2)c(=O)n1Cc1ccccc1	2	0	-1	0	1	-2	1	1	1
CCN(C(=O)COC(=O)c1c(C)c(-c2ccccc2)nc2ccccc12)C1CCS(=O)(=O)C1 (centres undefined)	5	-2	-8	7	-1	4	11	-3	-2
CCCNC(=O)C1CCN(S(=O)(=O)c2c(C)noc2/C=C\c2ccc(OC)cc2)CC1	4	3	4	8	2	5	-5	5	1
Cc1ccc(NC(=O)C(NC2CCCc3ccccc32)c2ccccc2)cc1Cl (centres undefined)	-13	-1	0	2	-10	-4	-10	-9	-5
c1ccc(Oc2ccc(-c3ccn[nH]3)cc2)cc1	5	3	10	-10	-4	-2	4	10	-2
Cc1cc(C)c(NC(=O)c2cccc3c2C(=O)N(C2CCCCC2)C3)c(C)c1	5	-1	5	10	0	1	-4	26	-5
COc1cccc(CNc2ccc3c(c2)nc(C)n3C)c1OC	6	4	10	2	0	-1	11	0	1
CCc1nc2ccccc2c(C(=O)OCC(=O)Nc2ccc(NC(C)=O)cc2)c1C	x	4	0	21	x	x	8	-7	-4
Cc1cccc(-n2c(C)cc(C(=S)N3CCOCC3)c2C)c1C	-7	6	3	0	-5	26	6	5	4
CC(=O)Nc1sc(-c2ccc(Cl)cc2)nc1-c1ccccc1	12	6	-2	13	3	2	9	1	1
O=C(OCCNc1nc(-c2ccccc2)nc2ccccc12)c1ccncc1	3	4	-1	11	-4	-4	-9	-5	-1
CC(C)CCC(O)(CCC(C)C)C(=O)NN1CCCCC1	7	11	-2	22	2	3	15	-2	3
CCNc1ccc(S(=O)(=O)N(C)C)cc1NCC(=O)Nc1ccccc1Cl	5	1	2	-3	0	-3	0	7	-5
C=CCn1c(/N=C/c2ccc3c(c2)OCO3)nc2ccccc21	5	2	1	2	0	-1	-3	4	-3
O=C(NCCCN1CCOCC1)C(=O)N/N=C/c1ccccc1Cl	2	5	7	-14	1	-5	-7	-2	4
O=C(COc1cc2oc(=O)cc(-c3ccccc3)c2cc1Cl)NCC1CCC(C(=O)O)CC1 (centres undefined)	42*	5	0	-6	-1	-11	4	6	0
CCOc1ccc(S(=O)(=O)NCCC(=O)OCC(=O)c2ccc(NC(C)=O)cc2)cc1	-6	-2	7	3	0	-1	0	4	-2
O=C(NNC(=O)C1CCN(Cc2ccccc2)CC1)c1cccc(Cl)c1	5	2	3	-10	0	1	-8	0	0
CCN1CCN(C(=S)Nc2ccsc2C(=O)OC)CC1	-7	4	60*	-6	0	0	7	0	-1
CCCN1CCC(NC(=O)CCc2nnc(-c3ccccc3)o2)CC1	3	-1	2	3	-4	-1	4	0	-3
COc1ccccc1C(=O)Nc1ccc(Oc2nnc(-c3ccc(C)cc3)c3ccccc23)cc1	-12	-5	-8	2	-9	-18	-9	-10	2
COc1ccc(C(=O)COC(=O)[C@@H](NS(=O)(=O)c2ccccc2)C(C)C)cc1	x	6	2	-5	x	x	14	0	-2
CCc1nnc(NS(=O)(=O)c2ccc(NC(=O)c3ccc(S(=O)(=O)N(CC)CC)cc3)cc2)s1	2	1	-5	-13	-4	0	4	-4	0
O=S(=O)(c1cc(Cl)ccc1Cl)N1CCNCC1	0	2	3	10	-3	-6	7	1	-4
Cc1ccccc1OCCNC(=O)CNC(=O)c1ccccc1O	-5	6	1	-8	-3	7	2	-4	4
Cc1ccc2oc(=O)c3cnn(CC(=O)N4CCCCC4C)c3c2c1 (centres undefined)	1	-1	-2	-5	-4	3	-8	1	2
CCOC(=O)Nc1ccccc1N1C(=O)c2ccccc2C1=O	-2	0	-3	-2	-2	0	-2	2	-1
CCOC(=O)c1nnn(-c2nonc2N)c1-c1ccc(Br)cc1	0	2	6	-1	1	-3	-3	3	-2
Cc1ccc(S(N)(=O)=O)cc1NC(=O)/C=C/c1ccc2c(c1)OCO2	10	1	5	-2	6	-7	0	0	-1
CN(C)S(=O)(=O)c1ccc(NC(=O)Cn2c(-c3ccccc3)noc2=O)cc1	9	3	4	2	3	8	11	-4	-1

These rows are one share of the data; the hit share may differ from the screen's.
